IDE inh: inhibitors of human insulin-degrading enzyme in cells; P14735; HEK cells, FAbetaB cleavage, fluorescence polarization; inhibition, % at 5.59 µM; 320,000 tested, 0.41% active;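 active = percent inhibition above the average of all tested compounds plus 3 SD, set per screening campaign, cut at about 16% in these data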;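 also: IDE supplied by intact live HEK cells; FP after avidin binding of uncleaved biotin substrate so inhibition keeps polarization high; 0% = DMSO wells and 100% = 60 µM reference IDE inhibitor Ii1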
VIM-2 inh: inhibitors of Pseudomonas aeruginosa VIM-2 metallo-beta-lactamase; AID 1527; inhibition, % at 5.6 µM; 290,000 tested, 0.89% active; purified VIM-2, nitrocefin hydrolysis, epi-absorbance fluorescence;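 active = inhibition above the mean of all tested compounds plus 3 SD, cutoff set per screening run, cut at about 7.5% in these data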;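 also: red hydrolysis product quenches plate fluorescence so inhibitors raise well fluorescence; 0% = enzyme with DMSO and 100% = DMSO without enzyme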
IMP-1 inhibitor: inhibitors of Pseudomonas aeruginosa IMP-1 metallo-beta-lactamase. purified IMP-1, nitrocefin hydrolysis, epi-absorbance fluorescence. inhibition, % at 5.6 µM. 290,000 tested, 0.45% active. AID 1556;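 active = inhibition above the mean plus 3 SD of all compounds in the same screening run, cut at about 4.5% in these data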;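 also: 0% = IMP-1 with DMSO and 100% = DMSO wells lacking enzyme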
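Material – recombinant IMP-1 enzyme, purified · Amount – IMP-1 0.2 nM before substrate addition · Medium – HEPES buffer pH 7.1 with ZnSO4 and Brij 35 · Timing – 25 °C, 15 min preincubation, 25 min reaction · Measured by – plate fluorescence quenching by hydrolysis product, ex 480/em 530 nm · Read-out – percent enzyme inhibition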
GalR3 antagonist: antagonists of human GalR3; O60755; HEK293 GalR3-CNG cAMP membrane potential fluorescence; galR3 body fused to GalR1 C-terminus; inhibition, % at 3 µM; 360,000 tested, 0.44% active;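 active = inhibition above the screen-wide average plus 3 SD, cut at about 13% in these data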;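 also: forskolin and galanin both at EC90 stimulate the cells; cAMP rise reported by CNG channel membrane potential dye signal; 0% = forskolin plus galanin with DMSO and 100% = forskolin alone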
Target sequence (O60755 1-299 limits assumed): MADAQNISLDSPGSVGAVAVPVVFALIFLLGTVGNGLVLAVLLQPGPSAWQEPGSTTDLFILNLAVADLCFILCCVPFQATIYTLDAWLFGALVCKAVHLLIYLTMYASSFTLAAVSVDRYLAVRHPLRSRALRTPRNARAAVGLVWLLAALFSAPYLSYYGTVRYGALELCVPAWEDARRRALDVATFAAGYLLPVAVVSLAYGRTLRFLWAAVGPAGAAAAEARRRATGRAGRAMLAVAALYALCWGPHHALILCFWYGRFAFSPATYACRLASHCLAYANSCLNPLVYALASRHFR
SUMO HTRF inh: SUMOylation inhibition; P63279; HTRF SUMOylation assay, SAE1/SAE2 + UBC9, in vitro; inhibition, % at 35 µM; 290,000 tested, 0.36% active; AID 2006; in the data active = inhibition above about 50%, passing the limit was not always enough; also: strong numbers were not always called active
Target sequence (P63279 whole entry, looked up): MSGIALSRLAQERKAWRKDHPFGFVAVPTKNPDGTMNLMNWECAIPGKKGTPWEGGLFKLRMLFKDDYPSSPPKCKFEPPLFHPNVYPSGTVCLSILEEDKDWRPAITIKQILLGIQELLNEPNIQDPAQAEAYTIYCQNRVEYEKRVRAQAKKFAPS
CRFBP-R2 block: CRF-BP/CRF-R2 complex antagonism; HEK293 CRF-R2/CRF-BP, CRF-induced calcium fluorescence; inhibition, % at 11.8 µM; 350,000 tested, 0.59% active; AID 588475;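 active = inhibition of the ligand-induced calcium signal above about 50% at the single tested concentration, limit read from the data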
IDE act: IDE (human) activation, cell-based; HEK cells, FAbeta-B cleavage, fluorescence polarization; 0% vehicle, 100% cell-free pure enzyme wells; activation, % at 5.96 µM; AID 493087; P14735; 340,000 tested, 0.073% active;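 active = activation above the mean of all tested compounds plus 3 SD, set per screening campaign, cut at about 17% in these data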
NS3 helicase inh: HCV NS3 helicase inhibition | AID 1800 | NS3 helicase DNA unwinding, Cy5 molecular beacon fluorescence | 290,000 tested, 0.56% active | inhibition, % at 10.9 µM;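 active = inhibition above the mean of all tested compounds plus 3 SD, set per campaign, cut at about 35% in these data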;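 also: 0% = DMSO wells and 100% = thioflavine S control wells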
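Measured by: Cy5 fluorescence, 0 and 60 min reads / Assay system: NS3 helicase fragment of HCV / Control set: low DMSO, high thioflavine S at 110 µM / Times: 1 h reaction at 25 °C, ATP-initiated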
p-CIP stab down: compounds decreasing mouse p/CIP protein stability; decrease of EGFP signal, % at 10 µM; 290,000 tested, 0.01% active; Q05BA5; F442A p/CIP-EGFP cells, EGFP fluorescence, 16 h;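 active = EGFP signal decrease of at least 30% at 10 µM or well 3 SD below plate mean, unless failing retest; inactive = the rest, including hits failing retest or dose response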; also: some compounds called inactive have numbers as strong as hits; many of its hits are not listed in these tables
* marks the source's active call; other numbers are inactive results; x = no result given; & = joins results of further samples.

IDE inh,VIM-2 inh,IMP-1 inhibitor,GalR3 antagonist,SUMO HTRF inh,CRFBP-R2 block,IDE act,NS3 helicase inh,p-CIP stab down,molecule
5,-2.5,-2.5,-2,6,10,1,-11,1,COC(=O)c1sc(NC(=O)c2c(F)cccc2F)c(C#N)c1C
1,-3.6,-3.4,-4,4,-14,1,0,6,O=C(CC1S/C(=N/N=C/C=C/c2ccccc2)NC1=O)Nc1ccc(C(=O)O)cc1 (stereo not drawn)
2,-0.4,-1.6,-2,-13,3,4,-8,-5,CCOc1ccc(CN(CCO)CCO)cc1C(=O)OC
-2,-4.0,-3.8,1,-9,-2,3,-6,-10,O=C(NCCC1=CCCCC1)C1CCCN(S(=O)(=O)c2cccnc2)C1 (stereo not drawn)
5,-2.7,-4.4,-5,18,-3,-5,1,-9,O=S1(=O)C[C@H]2NC(=S)N(c3ccccc3)[C@H]2C1
4,-5.7,-2.7,-4,-11,15,1,9,4,CC1CCCC(NC(=S)Nc2ccc(SC(F)F)cc2)C1C (stereo not drawn)
2,-0.1,-0.1,-9,3,-17,1,3,3,NC(=O)c1oc2ccccc2c1NC(=O)c1ccccc1
4,0.0,-0.2,0,36,-12,-2,-3,-9,Cc1ccc2nc(N3CCC(C(=O)O)CC3)nc(-c3ccccc3)c2c1
2,1.0,-3.3,-8,-12,1,0,2,8,COc1ccc(CN2C(=O)c3cccnc3C2=O)cc1S(=O)(=O)N(C)c1cccc(C)c1
8,-1.5,-2.5,x,-2,2,2,16,13,COc1cc(/C=C2/C(=N)N3N=C(CC(=O)N4CCOCC4)SC3=NC2=O)ccc1OCc1ccccc1F
9,0.2,-0.6,-3,8,-3,-3,15,-2,CCCOc1ccccc1N1C(=O)CC(N(O)c2ccccc2)C1=O (stereo not drawn)
9,-0.4,-2.4,-4,-8,5,10,1,3,CCN(CCNC(=O)C1CCN(S(=O)(=O)c2c(C)noc2C)CC1)c1ccccc1
-2,1.4,-0.6,-2,6,0,2,-7,11,COc1cc(NC(=O)c2ccco2)ccc1NC(=O)c1ccccc1Cl
1,-3.5,-2.0,-5,-24,-14,8,-8,-9,CCOC(=O)N1CCC(NC(=O)c2cc3sccc3n2CC)CC1
7,-2.1,-3.8,0,6,-16,4,-1,-24,O=C(Nc1cccc(NC(=O)c2ccco2)c1)c1ccc2c(c1)OCCO2
0,-4.1,-2.1,-2,4,19,-3,6,7,Cc1csc(NC(=O)CSc2nnc(Cc3cccn3C)n2-c2ccc(F)cc2)n1
3,-1.3,-2.2,2,15,1,-2,12,-1,O=C(NN1CCOCC1)c1cccc2ccccc12
9,4.7,2.5,0,2,24,-2,15,14,CCCc1c(C(=O)NNc2ccccc2OC)cnn1-c1ccccc1
4,-2.3,-2.2,-4,8,13,0,9,-14,Cc1cc(SCCC(=O)O)nc2c(C)cccc12
-3,34*,-0.8,1,12,-2,4,-11,-5,c1ccc(-c2nccc(-c3ccco3)n2)nc1
5,0.1,-3.1,-2,4,15,6,-1,-6,CSC(=N/N=C(\N)c1cnccn1)SC
2,0.7,-2.7,x,12,-4,5,0,0,CC(C)(C)OC(=O)N1CCC(C(N)=O)CC1
6,-2.0,-2.5,-1,7,10,-2,0,-16,CC(=O)C1=C(O)C(=O)N(CCc2ccccc2)C1c1ccccc1[N+](=O)[O-] (stereo not drawn)
-3,-3.0,-6.8,-1,-7,4,0,-5,3,COC(=O)/C(=N/Nc1cccc(C)c1)N1CCCc2ccccc21
-3,x,x,-8,x,-5,0,x,x,CNC(=O)c1cc(Oc2ccc(NC(=O)Nc3ccc(Cl)c(C(F)(F)F)c3)cc2)ccn1
1,-1.1,-4.2,-10,0,6,5,-5,-4,O=C1CN(C(=O)c2cccc([N+](=O)[O-])c2)CC(=O)N1
-1,-2.4,-4.4,x,21,x,x,5,-4,CCN1C(=O)/C(=c2\s/c(=C3\Sc4ccccc4N3C)c(=O)n2C)N(C)C1=S
2,-2.0,-0.6,3,19,-2,1,-3,-21,Cn1c(=O)c2c(ncn2CC(O)CNc2ccc(Cl)cc2)n(C)c1=O (stereo not drawn)
2,-2.2,-5.1,-2,-3,-4,5,-2,-13,COc1ccc(C(=O)NCc2ccccn2)cc1
x,-2.5,-4.4,4,0,-13,-4,-7,4,O=C(Nc1ccc(-c2nnc3n2CCCCC3)cc1)c1cnccn1

More results.
IDE inh,VIM-2 inh,IMP-1 inhibitor,GalR3 antagonist,SUMO HTRF inh,CRFBP-R2 block,IDE act,NS3 helicase inh,p-CIP stab down,molecule
-1,7.3,-4.5,-4,19,0,1,9,11,COc1cc(NC(=O)COc2ccc(-n3ccnc3)cc2)cc(OC)c1
1,x,x,-3,x,2,-3,x,x,COc1ccccc1-n1nnnc1SCC(=O)Nc1oc(C)c2c(C)n[nH]c(=O)c12
-2,x,x,-7,x,3,0,x,x,CC(C)(C)c1ccc(C(=O)NNC(=O)CNC(=O)c2cccs2)cc1
3,x,x,-2,x,4,3,x,x,Cc1ccc(C)c(S(=O)(=O)N2CCN(C(=O)CCCc3c[nH]c4ccccc34)CC2)c1
5,-1.8,-0.6,x,-5,-35,3,-6,-14,COc1ccc2[nH]c(C)c(CCN(Cc3cccs3)C(=S)Nc3cccc(F)c3)c2c1
x,-1.1,-0.9,-9,6,43,1,-9,11,O=C(N/N=C/c1cccnc1)c1ccccc1Br
4,-1.6,1.8,-6,15,2,5,-3,-4,Cc1nnc(SCC(C)C)[nH]c1=O
4,-4.2,-2.9,-9,-5,-4,6,6,-20,Cc1nc2nc(C)c(CCC(=O)NC(C)c3ccc4c(c3)OCCO4)c(C)n2n1 (stereo not drawn)
-2,-2.7,-4.5,-5,16,2,5,8,-25,CCc1c(C)n2nc(C)cc2[nH]c1=O
-2,x,x,0,x,4,0,x,x,O=C(CSC1=NS(=O)(=O)c2cc(F)ccc2N1)Nc1ccc(F)cc1
-3,-2.5,-1.5,-7,8,-2,2,-10,8,CS(=O)(=O)N(CC(=O)NCCSCc1ccccc1Cl)c1ccc(F)cc1
1,-5.0,-1.8,-7,-2,7,-2,7,0,COc1cccc(NC(=O)C2CC(=O)N/C(=N/NC(=O)c3ccc(C)cc3)S2)c1 (stereo not drawn)
3,-0.8,-0.7,-3,2,8,-4,-2,22,COc1cc(C(=O)Nc2ccc(S(=O)(=O)Nc3cc(C)nc(C)n3)cc2)cc(OC)c1OC
4,-1.4,-2.1,-12,-15,15,3,-3,8,COC(CNC(=O)c1ccc(N2CCc3ccccc32)c([N+](=O)[O-])c1)OC
3,-2.1,-2.8,-5&7,20,24&1,4&0,-4,-3,O=C(NCCCNCc1ccccc1)c1ccccn1
-1,-0.7,-4.2,-8,13,1,4,-2,4,COc1ccc(S(=O)(=O)N(C)C)cc1NC(=O)CCNC(=O)c1ccco1
-2,-2.8,-3.0,-6,-6,-7,2,-5,-15,O=C(COc1ccccc1)NCC1COc2ccccc2O1 (stereo not drawn)
3,-1.7,-3.0,0,10,-10,3,3,-11,CCOc1cc(C(=O)N=c2sccn2C)ccc1OC(F)F
1,-0.3,0.2,2,-13,-5,2,12,7,N/C(=N\OC(=O)c1ccc2c(c1)OCO2)c1ccncc1
-1,1.5,0.6,-5,-9,-3,5,7,3,CCOC(=O)C1(Cc2cccc(OC)c2)CCCN(S(=O)(=O)CC)C1 (stereo not drawn)
-1,x,x,-1,x,-4,5,x,x,CC(C)CN(C(=O)CSc1ncnc2sccc12)C1CCS(=O)(=O)C1 (stereo not drawn)
-1,x,x,0,x,-7,3,x,x,COc1ccc(NC(=O)c2ccc(-c3ccc(C(C)=O)cc3)o2)cn1
7,-2.0,0.3,-5,-3,13,4,13,0,CC(C)Cn1c(=O)c(CCC(=O)Nc2ccc(N3CCOCC3)cc2)nc2cc(Cl)ccc21
0,x,x,0,x,0,10,x,x,O=C(NCCNC(=O)c1ccccc1[N+](=O)[O-])c1ccccc1[N+](=O)[O-]
6,-2.9,-2.1,2,19,-10,0,5,6,COc1ccc(CC(=O)NCc2nn(-c3ccccc3)nc2C)cc1OC
0,-4.0,-2.9,-3,11,-3,3,5,1,CCOC(=O)CSc1nc2sccc2c(=O)[nH]1
-1,3.0,-4.4,x,16,-2,-5,-1,0,CCS(=O)(=O)Nc1cc(-c2nc3cccnc3s2)ccc1C
3,-2.5,-2.7,-2,7,-2,-1,4,14,O=C(NCc1ccncc1)C1=NN(c2ccccc2)C(=O)CC1
4,-0.9,-0.6,-4,5,-18,4,3,-8,C=CCn1c(SCC(=O)NC(=O)c2cccn2C)nc2ccccc2c1=O
9,-3.8,-3.6,-6,1,-22,1,14,-10,N#CCC(=O)Nc1ncc(Cc2ccccc2Cl)s1

Complete entries, quoted from the list.
CS(=O)(=O)N(CC(=O)NCCSCc1ccccc1Cl)c1ccc(F)cc1 is listed with IDE inh = -3; VIM-2 inh = -2.5; IMP-1 inhibitor = -1.5; GalR3 antagonist = -7; SUMO HTRF inh = 8; CRFBP-R2 block = -2; IDE act = 2; NS3 helicase inh = -10; p-CIP stab down = 8
CCOC(=O)C1(Cc2cccc(OC)c2)CCCN(S(=O)(=O)CC)C1 (stereo not drawn) is listed with IDE inh = -1; VIM-2 inh = 1.5; IMP-1 inhibitor = 0.6; GalR3 antagonist = -5; SUMO HTRF inh = -9; CRFBP-R2 block = -3; IDE act = 5; NS3 helicase inh = 7; p-CIP stab down = 3

Later entries:
IDE inh,VIM-2 inh,IMP-1 inhibitor,GalR3 antagonist,SUMO HTRF inh,CRFBP-R2 block,IDE act,NS3 helicase inh,p-CIP stab down,molecule
9,-1.0,0.5,-1,-1,0,1,-11,-4,CCc1c(C)nc2ccc(Br)cc2c1SCCC#N
0,-1.9,-3.5,-2,10,-1,6,-12,-10,CCC(C)[C@@H](C(=O)Nc1ccc(OC)c(OC)c1)N1Cc2ccccc2C1=O (stereo partly drawn)
8,-1.1,-2.5,-6,19,-6,6,-16,2,COc1cccc(/C=N/NC(=O)c2nnn(-c3nonc3N)c2C(C)C)c1
-5,-5.4,-3.0,-2,3,13,1,8,-10,Cc1cc(C)cc(OC(=O)CCN2C(=O)C3C4C=CC(C5CC45)C3C2=O)c1 (stereo not drawn)
2,-0.3,-0.4,-1,0,2,-7,-10,-2,COc1cccc(-c2nn(C)c3sc(C(=O)NCc4ccc(C)cc4)cc23)c1
1,0.3,-2.1,-2,1,8,5,4,2,COC(=O)N/N=C(\C)c1ccc2ccccc2c1OC(F)F
-3,0.5,-0.5,1,3,14,5,6,-7,NC1=NC2(CCCCC2)N(c2cccc(Cl)c2)C(N)=N1
3,-2.9,-2.4,-5,10,-6,-5,-7,-5,CC1(C)Cc2c(sc3c2c(=O)n(-c2cccc(Cl)c2)c(=O)n3CC(N)=O)CO1
7,8.2*,-3.8,-3,34,9,-1,1,0,COc1ccc(-c2nnc3ccc(SC)nn23)cc1
0,x,x,-4,x,2,2,x,x,COc1ccc(CC(=O)Oc2ccccc2C)cc1S(=O)(=O)N1CCOCC1
6,6.5,-2.8,3,10,-42,-3,-4,-8,COc1ccc(-c2n[nH]c(=S)n2C2CCCCC2)cc1
1,0.5,1.5,5,10,3,3,11,-1,CCN(C(=O)CSc1nnc(C)n1-c1ccccc1)C1CCS(=O)(=O)C1 (stereo not drawn)

Assay outcomes: PubChem BioAssay, several laboratories
